Screens deposited in PubChem by NMMLSC.
Rab7 wt modul: modulators of GTP binding to Rab7, primary screen, biochemical, wildtype, multiplex bead flow cytometry; Rab7 GTPase wild type (dog), Bodipy-FL-GTP binding; GST-Rab7 beads, fluorescent GTP binding; actives lie on both sides; untreated = 100%, excess cold GTP = 0%; GTP binding activity (percent of control), % at 10 µM; 190,000 tested, 0.055% active; AID 758, 2007;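 active = fluorescent GTP binding to Rab7 beads changed by at least 20 points from the 100% baseline, either direction, mostly lower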;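 also: median green fluorescence of bound Bodipy-FL-GTP per Rab7 bead population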
HRas wt GTP bind: modulators of GTP binding to HRas wildtype, primary screen, biochemical, bead-based flow cytometry, multiplex; GTPase HRas (Homo sapiens), P01112; GST-Ras wt beads, Bodipy-FL-GTP binding; actives lie on both sides; GTP binding activity, % at 10 µM; 190,000 tested, 0.14% active;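 active = GTP binding activity at least 20% away from the 100% baseline, either lowered as inhibitor or raised as activator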;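 also: 0% = unlabeled GTP competition control and 100% = no-compound control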
Target sequence (P01112 whole entry, looked up): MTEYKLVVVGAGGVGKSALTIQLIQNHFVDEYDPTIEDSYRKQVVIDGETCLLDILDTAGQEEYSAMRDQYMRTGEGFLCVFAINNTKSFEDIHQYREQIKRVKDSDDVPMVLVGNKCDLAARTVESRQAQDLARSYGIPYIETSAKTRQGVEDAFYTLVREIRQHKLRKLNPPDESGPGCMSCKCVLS
Bim-Bcl-W: inhibitors of Bim binding to Bcl-W, primary screen, biochemical, multiplexed, bead-based flow cytometry. Bcl-2-like protein 2 (Homo sapiens), Q92843. Bim peptide-Bcl-W binding. inhibition, % at 10 µM. 190,000 tested, 0.02% active;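 also: 0% = bound tracer without compound and 100% = peptide blocker; higher means less fluorescent Bim peptide bound to Bcl-W beads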
Rab2A wt mod: modulators of GTP binding to Rab2A wildtype, primary screen, biochemical, dog, bead-based flow cytometry, multiplex | Ras-related protein Rab-2A (Canis lupus familiaris), P61105 | GST-Rab2 wt beads, Bodipy-GTP binding | GTP binding activity, % at 10 µM | 190,000 tested, 0.19% active;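 active = GTP binding activity at least 20 points away from 100%, either lowered or raised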;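 also: 0% = beads with excess unlabeled GTP and 100% = no-compound control corrected for plate trend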
Rac1 mut GTP: GTP binding modulators of activated mutant Rac1, primary screen, biochemical, bead-based flow cytometry, multiplex, fluorescent GTP. percent activity (GTP binding), % at 10 µM. GST-Rac1 activated beads; actives lie on both sides; 100% means binding = to untreated wells. AID 764, 2007. Ras-related C3 botulinum toxin substrate 1 (Homo sapiens), P63000. 190,000 tested, 0.11% active;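 active = GTP binding at least 20 percentage points away from the 100% baseline, in either direction, so actives lie on both sides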
Cdc42 wt: modulators of GTP binding to wildtype Cdc42, primary screen, biochemical, multiplex bead flow cytometry, Bodipy-GTP; Cell division control protein 42 homolog (Homo sapiens), P60953; GST-Cdc42 beads; actives lie on both sides; percent activity (GTP binding), % at 10 µM; 190,000 tested, 0.2% active; AID 761, 2007;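 active = percent activity GTP binding at least 20 points away from the 100% baseline, either down as inhibitor or up as activator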;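 also: median bead fluorescence of bound Bodipy-FL-GTP at 100 nM; 0% = excess unlabeled GTP control and 100% = no compound control; below 100% means less GTP binding so inhibitor and above means activator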
Bfl-1 Bim block: inhibitors of Bim binding to Bfl-1, primary screen, biochemical, multiplexed, bead-based flow cytometry. 190,000 tested, 0.12% active. inhibition, % at 10 µM. AID 1008, 2008. Bim-Bfl-1 binding inhibition;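 also: 0% = wells without compound plus tracer and 100% = blocker peptide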
Bim-Bcl-B: inhibitors of Bim-Bcl-B binding, primary screen, biochemical, multiplexed, human Bcl-2 family | Bcl-2-like protein 10 (Homo sapiens), Q9HD36 | bead-based flow cytometry, Bim peptide-Bcl-B binding | inhibition, % at 10 µM | 190,000 tested, 0.073% active;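 also: 0% = tracer peptide without compound and 100% = reference inhibitor peptide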
Target sequence (Q9HD36 whole entry, looked up): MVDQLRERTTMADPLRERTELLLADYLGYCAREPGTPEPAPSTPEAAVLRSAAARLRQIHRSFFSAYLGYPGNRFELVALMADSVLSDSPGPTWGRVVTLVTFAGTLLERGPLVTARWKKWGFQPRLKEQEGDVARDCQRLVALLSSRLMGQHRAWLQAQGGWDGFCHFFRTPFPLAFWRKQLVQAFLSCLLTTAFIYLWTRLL
Bim-Bcl-2: inhibitors of Bim-Bcl-2 binding, primary screen, biochemical, multiplexed, human Bcl-2 family; Apoptosis regulator Bcl-2 (Homo sapiens), P10415; Bead-based flow cytometry, Bim peptide-Bcl-2 binding; inhibition, % at 10 µM; 190,000 tested, 0.06% active; AID 950, 2007; in the data active = inhibition above about 40%;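 also: 0% = no compound wells with probe peptide and 100% = reference peptide inhibitor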
Target sequence (P10415 whole entry, looked up): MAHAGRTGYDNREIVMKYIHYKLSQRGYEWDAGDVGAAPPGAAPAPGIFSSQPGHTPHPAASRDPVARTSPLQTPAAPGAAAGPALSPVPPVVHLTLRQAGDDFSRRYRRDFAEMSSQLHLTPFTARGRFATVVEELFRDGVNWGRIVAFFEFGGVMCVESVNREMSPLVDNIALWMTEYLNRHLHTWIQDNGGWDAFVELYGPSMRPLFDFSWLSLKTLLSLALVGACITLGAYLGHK
Bim-Bcl-XL: inhibitors of Bim-Bcl-XL binding, primary screen, biochemical, multiplexed, bead flow cytometry, human Bcl-XL. Bcl-2-like protein 1 (Homo sapiens), Q07817. Bim peptide-Bcl-XL binding, fluorescence. inhibition, % at 10 µM. 190,000 tested, 0.04% active. AID 1007, 2008
Target sequence (Q07817 whole entry, looked up): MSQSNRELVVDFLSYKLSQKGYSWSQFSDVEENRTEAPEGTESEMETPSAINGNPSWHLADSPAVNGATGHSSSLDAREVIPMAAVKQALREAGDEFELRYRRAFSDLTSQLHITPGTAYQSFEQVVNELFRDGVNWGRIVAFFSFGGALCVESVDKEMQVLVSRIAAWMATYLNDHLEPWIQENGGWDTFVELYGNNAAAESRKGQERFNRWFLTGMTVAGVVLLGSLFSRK
Rac1 wt GTP bind: wildtype Rac1 GTP binding modulators, primary screen, biochemical, GST-Rac1 beads, flow cytometry, multiplex. fluorescent GTP binding; actives lie on both sides; 0 = cold GTP competed, 100 = untreated. Ras-related C3 botulinum toxin substrate 1 (Homo sapiens), P63000. GTP binding activity (% of control), % at 10 µM. AID 757, 2007. 190,000 tested, 0.27% active;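 active = GTP binding activity at least 20 points away from the 100% control level, either lower or higher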
An asterisk follows results filed as active. Rule as the data show it, unless noted: active = inhibition above about 40%.

Screening COc1ccc(C(CC(=O)Nc2ccc(F)cc2)c2ccccc2)cc1 (stereo not given) returned Rab7 wt modul 96.0, HRas wt GTP bind 101.0, Bim-Bcl-W -1.0, Rab2A wt mod 101.0, Rac1 mut GTP 99.0, Cdc42 wt 101.0, Bfl-1 Bim block -4.0, Bim-Bcl-B -6.0, Bim-Bcl-2 -7.0, Bim-Bcl-XL -3.0 and Rac1 wt GTP bind 102.0.
CC(C)(CSc1ccccn1)NS(=O)(=O)c1ccc(Cl)cc1 was read as Rab7 wt modul 101.0, HRas wt GTP bind 101.0, Bim-Bcl-W -1.0, Rab2A wt mod 100.0, Rac1 mut GTP 100.0, Cdc42 wt 101.0, Bfl-1 Bim block -1.0, Bim-Bcl-B -3.0, Bim-Bcl-2 -2.0, Bim-Bcl-XL -5.0 and Rac1 wt GTP bind 104.0.
Screening CC(C)C(=O)Nc1ccc(-c2nc3ccccc3c(=O)o2)cc1 returned Rab7 wt modul 97.0, HRas wt GTP bind 93.0, Bim-Bcl-W 0.0, Rab2A wt mod 95.0, Rac1 mut GTP 95.0, Cdc42 wt 95.0, Bfl-1 Bim block 0.0, Bim-Bcl-B 1.0, Bim-Bcl-2 0.0, Bim-Bcl-XL 0.0 and Rac1 wt GTP bind 93.0.
CSc1ccc(Cl)c(C(=O)Nc2ccc(N3CCOCC3)cc2)c1 was read as Rab7 wt modul 103.0, HRas wt GTP bind 101.0, Bim-Bcl-W -4.0, Rab2A wt mod 99.0, Rac1 mut GTP 94.0, Cdc42 wt 97.0, Bfl-1 Bim block -5.0, Bim-Bcl-B -4.0, Bim-Bcl-2 -3.0, Bim-Bcl-XL -2.0 and Rac1 wt GTP bind 100.0.
For CN(c1ccccc1)S(=O)(=O)c1ccc(C(=O)NCc2ccccn2)cc1 the results were Rab7 wt modul 100.0, HRas wt GTP bind 98.0, Bim-Bcl-W 0.0, Rab2A wt mod 98.0, Rac1 mut GTP 94.0, Cdc42 wt 97.0, Bfl-1 Bim block -5.0, Bim-Bcl-B -3.0, Bim-Bcl-2 -1.0, Bim-Bcl-XL 0.0 and Rac1 wt GTP bind 98.0.
Screening CC(=O)Nc1ccc(NC(=O)CSc2ccc(-c3ccc4c(c3)OCO4)nn2)cc1 returned Rab7 wt modul 105.0, HRas wt GTP bind 104.0, Bim-Bcl-W -3.0, Rab2A wt mod 105.0, Rac1 mut GTP 103.0, Cdc42 wt 100.0, Bfl-1 Bim block -6.0, Bim-Bcl-B -6.0, Bim-Bcl-2 -5.0, Bim-Bcl-XL -5.0 and Rac1 wt GTP bind 105.0.
`CCc1c(C(=O)NNC(=S)NCC(C)C)csc1C` gave Rab7 wt modul 100.0, HRas wt GTP bind 105.0, Bim-Bcl-W -1.0, Rab2A wt mod 104.0, Rac1 mut GTP 102.0, Cdc42 wt 106.0, Bfl-1 Bim block 3.0, Bim-Bcl-B -20.0, Bim-Bcl-2 -6.0, Bim-Bcl-XL -4.0 and Rac1 wt GTP bind 107.0.
Cc1nc(NCc2ccccc2)c(C(N)=O)c2c1COC(C)(C)C2 was read as Rab7 wt modul 103.0, HRas wt GTP bind 104.0, Bim-Bcl-W -1.0, Rab2A wt mod 103.0, Rac1 mut GTP 101.0, Cdc42 wt 101.0, Bfl-1 Bim block -3.0, Bim-Bcl-B 3.0, Bim-Bcl-2 -1.0, Bim-Bcl-XL 3.0 and Rac1 wt GTP bind 105.0.
Screening CC(=O)Nc1ccc(S(=O)(=O)N(CCO)Cc2ccccc2)cc1 returned Rab7 wt modul 94.0, HRas wt GTP bind 92.0, Bim-Bcl-W -3.0, Rab2A wt mod 93.0, Rac1 mut GTP 94.0, Cdc42 wt 91.0, Bfl-1 Bim block -2.0, Bim-Bcl-B 0.0, Bim-Bcl-2 -1.0, Bim-Bcl-XL -1.0 and Rac1 wt GTP bind 94.0.
For CCc1ccccc1NC(=O)C(Cc1cccc(OC)c1OC)c1nn[nH]n1 (stereo not given) the results were Rab7 wt modul 92.0, HRas wt GTP bind 96.0, Bim-Bcl-W -2.0, Rab2A wt mod 92.0, Rac1 mut GTP 94.0, Cdc42 wt 94.0, Bfl-1 Bim block -11.0, Bim-Bcl-B -7.0, Bim-Bcl-2 -10.0, Bim-Bcl-XL -11.0 and Rac1 wt GTP bind 95.0.
CCc1ccc(OCCCC(=O)Nc2nccs2)cc1 was read as Rab7 wt modul 103.0, HRas wt GTP bind 100.0, Bim-Bcl-W 0.0, Rab2A wt mod 98.0, Rac1 mut GTP 96.0, Cdc42 wt 96.0, Bfl-1 Bim block -5.0, Bim-Bcl-B -2.0, Bim-Bcl-2 -2.0, Bim-Bcl-XL -1.0 and Rac1 wt GTP bind 98.0.
Screening Cc1cc(C)nc(NS(=O)(=O)c2ccc(NC(=O)COc3ccccc3)cc2)n1 returned Rab7 wt modul 97.0, HRas wt GTP bind 99.0, Bim-Bcl-W -4.0, Rab2A wt mod 99.0, Rac1 mut GTP 99.0, Cdc42 wt 100.0, Bfl-1 Bim block -1.0, Bim-Bcl-B -2.0, Bim-Bcl-2 -3.0, Bim-Bcl-XL -1.0 and Rac1 wt GTP bind 100.0.
For CC(C)(C)NS(=O)(=O)c1ccc(NS(C)(=O)=O)cc1 the results were Rab7 wt modul 106.0, HRas wt GTP bind 105.0, Bim-Bcl-W -2.0, Rab2A wt mod 102.0, Rac1 mut GTP 97.0, Cdc42 wt 109.0, Bfl-1 Bim block -1.0, Bim-Bcl-B -3.0, Bim-Bcl-2 2.0, Bim-Bcl-XL -3.0 and Rac1 wt GTP bind 108.0.
Screening CCOC(=O)Cc1csc(NC(=O)CSc2nnc(C(C)C)n2C)n1 returned Rab7 wt modul 101.0, HRas wt GTP bind 100.0, Bim-Bcl-W -2.0, Rab2A wt mod 99.0, Rac1 mut GTP 99.0, Cdc42 wt 103.0, Bfl-1 Bim block -9.0, Bim-Bcl-B -8.0, Bim-Bcl-2 -11.0, Bim-Bcl-XL -7.0 and Rac1 wt GTP bind 104.0.
CCCN1C(=O)C2(C(C(=O)c3ccc(C)o3)=C(O)C(=O)N2CCCN2CCOCC2)c2ccccc21 (stereo not given) was read as Rab7 wt modul 103.0, HRas wt GTP bind 102.0, Bim-Bcl-W 1.0, Rab2A wt mod 101.0, Rac1 mut GTP 99.0, Cdc42 wt 101.0, Bfl-1 Bim block -16.0, Bim-Bcl-B -9.0, Bim-Bcl-2 -6.0, Bim-Bcl-XL -9.0 and Rac1 wt GTP bind 102.0.
`CCOC(=O)/C(=N\Nc1cc(Cl)ccc1Cl)N1CCN(C)CC1` gave Rab7 wt modul 99.0, HRas wt GTP bind 101.0, Bim-Bcl-W -5.0, Rab2A wt mod 98.0, Rac1 mut GTP 102.0, Cdc42 wt 102.0, Bfl-1 Bim block -6.0, Bim-Bcl-B -15.0, Bim-Bcl-2 -18.0, Bim-Bcl-XL -10.0 and Rac1 wt GTP bind 108.0.
O=C(CN1CCCCC1)Nc1ccccc1Cl was read as Rab7 wt modul 98.0, HRas wt GTP bind 95.0, Bim-Bcl-W -1.0, Rab2A wt mod 96.0, Rac1 mut GTP 97.0, Cdc42 wt 97.0, Bfl-1 Bim block -6.0, Bim-Bcl-B -4.0, Bim-Bcl-2 -2.0, Bim-Bcl-XL -1.0 and Rac1 wt GTP bind 96.0.
Screening O=C(ON=C1CCN(S(=O)(=O)c2ccccc2)CC1)c1ccc(F)cc1 returned Rab7 wt modul 101.0, HRas wt GTP bind 99.0, Bim-Bcl-W -3.0, Rab2A wt mod 99.0, Rac1 mut GTP 99.0, Cdc42 wt 100.0, Bfl-1 Bim block -7.0, Bim-Bcl-B -3.0, Bim-Bcl-2 -8.0, Bim-Bcl-XL -3.0 and Rac1 wt GTP bind 100.0.
CC(Sc1nc2ccccc2[nH]1)C(=O)Nc1ccccc1F (stereo not given) was read as Rab7 wt modul 94.0, HRas wt GTP bind 93.0, Bim-Bcl-W -14.0, Rab2A wt mod 93.0, Rac1 mut GTP 93.0, Cdc42 wt 93.0, Bfl-1 Bim block -2.0, Bim-Bcl-B -5.0, Bim-Bcl-2 -5.0, Bim-Bcl-XL -18.0 and Rac1 wt GTP bind 90.0.
Screening CCCCOc1ncnc2c1[nH]c1ccc(OCC)cc12 returned Rab7 wt modul 95.0, HRas wt GTP bind 97.0, Bim-Bcl-W -2.0, Rab2A wt mod 97.0, Rac1 mut GTP 95.0, Cdc42 wt 98.0, Bfl-1 Bim block -3.0, Bim-Bcl-B 2.0, Bim-Bcl-2 0.0, Bim-Bcl-XL 1.0 and Rac1 wt GTP bind 98.0.
For O=C1CCC(C(=O)NCCN2C(=O)S/C(=C\c3cccnc3)C2=O)=NN1 the results were Rab7 wt modul 92.0, HRas wt GTP bind 91.0, Bim-Bcl-W 0.0, Rab2A wt mod 95.0, Rac1 mut GTP 94.0, Cdc42 wt 92.0, Bfl-1 Bim block 5.0, Bim-Bcl-B 2.0, Bim-Bcl-2 -2.0, Bim-Bcl-XL 1.0 and Rac1 wt GTP bind 96.0.
CCCCSC(=S)N(C)C1CCS(=O)(=O)C1 (stereo not given) was read as Rab7 wt modul 99.0, HRas wt GTP bind 100.0, Bim-Bcl-W -3.0, Rab2A wt mod 100.0, Rac1 mut GTP 99.0, Cdc42 wt 102.0, Bfl-1 Bim block -23.0, Bim-Bcl-B -14.0, Bim-Bcl-2 -18.0, Bim-Bcl-XL -10.0 and Rac1 wt GTP bind 106.0.
Screening COc1cc(Nc2nc(SCC#N)nc3ccccc23)cc(OC)c1OC returned Rab7 wt modul 103.0, HRas wt GTP bind 100.0, Bim-Bcl-W 1.0, Rab2A wt mod 102.0, Rac1 mut GTP 99.0, Cdc42 wt 105.0, Bfl-1 Bim block -13.0, Bim-Bcl-B -5.0, Bim-Bcl-2 -14.0, Bim-Bcl-XL -1.0 and Rac1 wt GTP bind 107.0.
